AmpC inh det = Promiscuous and Specific Inhibitors of AmpC Beta-Lactamase (assay with detergent); P00811; Potency, µM (highest dose often 28.7 µM), inactives show at the top dose activity change, negative = inhibition; purified AmpC, nitrocefin hydrolysis with detergent; 0.09% of 71,000 active; active means well fitted curve in the direction sought with a large enough effect
Target sequence (P00811 whole entry, looked up): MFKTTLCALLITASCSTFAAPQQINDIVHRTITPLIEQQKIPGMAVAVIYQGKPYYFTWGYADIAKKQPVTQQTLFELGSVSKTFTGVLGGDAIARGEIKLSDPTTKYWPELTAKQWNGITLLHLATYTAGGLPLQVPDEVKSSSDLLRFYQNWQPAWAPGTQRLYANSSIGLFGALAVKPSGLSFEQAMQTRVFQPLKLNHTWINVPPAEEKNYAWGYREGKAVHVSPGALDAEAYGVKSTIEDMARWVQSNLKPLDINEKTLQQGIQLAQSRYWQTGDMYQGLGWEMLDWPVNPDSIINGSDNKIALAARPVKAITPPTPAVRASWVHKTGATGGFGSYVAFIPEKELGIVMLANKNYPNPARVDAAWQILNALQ
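E. coli AmpC (5.3 nM) in 20 mM phosphate pH 7.0 with 0.01% Triton X-100, preincubated 15 min RT with compound; nitrocefin (2 uL of 800 uM stock) hydrolysis followed by 480 nm absorbance every 20 s over 4 min.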
Numbers without * were called inactive; & = joins results of further samples; [ ] = dose if it differs, or a comment. On the % scale 0 is the no-effect control and ±100 the full control effect; potency means the concentration at half of the fitted maximal effect.

SMILES	AmpC inh det
Cc1n[nH]c(C)c1S(=O)(=O)N1CCCC(C(=O)NCc2cccs2)C1 (configuration not stated)	-0.7%
c1ccc(CNc2ncncc2-c2ccc3c(c2)OCO3)cc1	4.5%
COc1ccc2[nH]c(=O)c(CN(Cc3nnnn3CCc3ccccc3)CC3CCCO3)cc2c1 (configuration not stated)	23.3%
CCOC(=O)C1CCN(C(=O)Cc2c(C(=O)O)n(C)c3ccccc23)CC1	-2.3%
CC(C)Sc1nc(-c2cccs2)nc2c1c(=O)n(C)c(=O)n2C	12.4%
COC(=O)N1CCC[C@@]2(CCN(C(=O)Nc3ccc(OC)cc3)C2)C1	-3.3%
CCOCCCNC(=O)C1CCCN(S(=O)(=O)CC)C1 (configuration not stated)	-2.1%
O=C(CCc1nc(-c2ccc(Cl)cc2)no1)OCc1ccc(Br)cc1	-7.1%
CCOC(=O)C1=C(N)Oc2cc(C)oc(=O)c2C12C(=O)N1c3c(cc(OC)cc32)C(C)=CC1(C)C (configuration not stated)	-3.5%
CCOc1cccc(C(=O)NC2CCCCC2)c1	-1.6%
CN(c1ccccc1C(=O)Nc1ccc2c(c1)OCCO2)S(C)(=O)=O	-7.9%
CCCn1cc2c(c1-c1cccc(C)c1)c(=O)n(C)c(=O)n2C	-1.8%
COCCCNC(=O)c1cn(C)c(=O)c2cc(OC)c(OC)cc12	-5.7%
O=S(=O)(Nc1ccccn1)c1ccc(C2CCCCC2)cc1	-1.0%
Oc1c(Br)cc(CN(Cc2cc(Br)c(O)c(Br)c2)C2CCCCC2)cc1Br	-1.8%[5.75 µM]
Cn1c(=O)cc(OCC(=O)NCCCN2CCN(Cc3ccccc3)CC2)c2ccccc21	4.5%
O=C(Cc1ccccc1)Oc1cccc(N2C(=O)CCC2=O)c1	-1.7%
COc1ccc(-c2nc(CS(=O)CC(=O)NCc3cccnc3)c(C)o2)cc1OC (configuration not stated)	13.2%
Cc1cccc(N2CCN(C(=O)CSCc3c(C)noc3C)CC2)c1C	10.0%
Cc1cccc(CS(=O)(=O)Cc2ccc(C(=O)N3CCC4(CC3)OCCO4)o2)c1	-0.8%
CCn1c(CNC(=O)c2ccc(OC)c(OC)c2)nnc1SCC(=O)Nc1ccccc1	-5.8%
COc1ccc(C2CC(=O)C3=C(C2)Nc2ncnn2C3c2ccccc2)cc1 (configuration not stated)	-7.7%
CCOC(=O)C1CCN(C(=O)CN(c2ccc3c(c2)OCO3)S(C)(=O)=O)CC1	-6.2%
CCC1CCCCN1Cc1nc2c(c(=O)n(C)c(=O)n2C)n1CC(C)C (configuration not stated)	3.8%
CCOc1ccc(C(=O)OCC(=O)Nc2nc(OC)cc(OC)n2)cc1OCC	6.7%
CCCCn1c(Cc2ccccc2)n[nH]c1=S	-0.3%
CC1(C)Cc2ccccc2-c2nc(NCCO)n(-c3ccccc3)c(=O)c21	-5.4%
O=C(NCc1ccc2c(c1)OCO2)c1ccc(-n2cnnn2)cc1	12.3%
COc1ccc(C(CNC(=O)c2ccc(OCC3CCCO3)cc2)N2CCOCC2)cc1 (configuration not stated)	-2.6%
CCOC(=O)CCc1cccc2c1CCC2=O	-2.3%
CCOC(=O)c1cc2occc2n1CC(=O)N1CCCc2ccccc21	-4.7%
O=C(O)CCC(=O)c1c[nH]c2ccccc12	-3.0%
COc1ccccc1NC(=O)C1=C(C)NC2=C(C(=O)CCC2)C1c1ccc2c(c1)OCO2 (configuration not stated)	-1.0%
CCC(C)Sc1nc2c(c(=O)[nH]c(=O)n2C)n1C (configuration not stated)	0.6%
CCN(CC)S(=O)(=O)c1ccc2oc(C(=O)O)c(C)c2c1	-4.6%
Cc1ccc2c(c1)CN1CN2Cc2cc(C)ccc21	8.5%
COc1ccc(-c2cc(C(F)(F)F)n3ncc(C(=O)O)c3n2)cc1OC	-0.1%
COc1ccc(OCCC(=O)N2CCCCC2)cc1	15.0%
O=c1[nH]c(=O)n(Cc2ccc(F)cc2)c(O)c1C=NCCCN1CCOCC1	-2.5%
CN1CCC(OC(c2ccccc2)c2ccccc2)CC1	-3.7%[12.8 µM]
CCOC(=O)c1[nH]c2ccc(OCC)cc2c1NC(=O)CN1CCN(c2ccccn2)CC1	0.9%
CCOc1ccc2nc(NCCNC(=O)C(C)C)c(C)cc2c1	-3.6%
O=C(CSc1nnc(CNC(=O)c2ccco2)o1)c1ccc(Cl)cc1	-6.6%
CCCc1cc(=O)[nH]c(/N=C(\N)Nc2ccccc2)n1	-2.3%
CC12CN3CC(C)(CN(C1)C3c1cccnc1)C2=O (configuration not stated)	9.8%

An excerpt of these results, as comma-separated lines.
Molecule,AmpC inh det
CCC(C)Sc1nc2c(c(=O)[nH]c(=O)n2C)n1C (configuration not stated),0.6%
CCN(CC)S(=O)(=O)c1ccc2oc(C(=O)O)c(C)c2c1,-4.6%
Cc1ccc2c(c1)CN1CN2Cc2cc(C)ccc21,8.5%

(further entries)
SMILES	AmpC inh det
COc1ccccc1N1CCN(S(=O)(=O)c2cnc[nH]2)CC1	4.6%
COc1ccc(CNC(=O)CCc2c(C)nc3ncnn3c2C)cc1	-3.3%
CN1CCN(C(=O)c2cnn(-c3ccccc3)c2NC(=O)c2ccccc2F)CC1	-7.9%
CCc1noc(C)c1C(=O)Nc1ncc(C)s1	-1.4%
Cc1ccc(-c2ccc(=O)n(CCC(=O)NCc3ccccn3)n2)cc1	-2.3%
COCCn1c(=O)c(-c2cccc(C#N)c2)nc2cnc(Oc3cccc(Cl)c3)nc21	0.3%
COc1cc(NC(=O)C2CCN(S(=O)(=O)c3cccnc3)CC2)cc(OC)c1OC	-2.7%
O=c1cc(-c2ccccc2)oc2cc(O)cc(O)c12	-1.0%[12.8 µM]
CC(=O)Nc1cnc(NC(=O)c2cccc(F)c2)cc1C	-5.5%
CS(=O)(=O)Nc1cccc(-c2nc(N3CCOCC3)c3ccccc3n2)c1	8.6%
COC(=O)N1CCC2(CCCN(C(=O)Nc3cccc(F)c3)C2)CC1	3.0%
COc1cccc(C(=O)CSc2nnc(CNc3nc(-c4ccccc4)cs3)n2C)c1	8.2%
COc1cccc(C2CC(c3c(F)cccc3Cl)n3nc(N)nc3N2)c1 (configuration not stated)	-2.0%
CCN(CC)c1ccc(NC(=O)c2c(OC)cccc2OC)c(C)c1	-2.4%
CCOC(=O)c1ccc(CC(=O)c2oc3cc(O)ccc3c2C)o1	4.0%
O=C(Nn1c(-c2ccccc2)nc2ccccc2c1=O)c1ccco1	-3.6%
CC(=O)N1CC2(C)CN(C(C)=O)CC(C)(C1)C2O (configuration not stated)	6.7%
Oc1c(C(c2cccs2)N2CCN(c3cccc(Cl)c3)CC2)sc2ncnn12 (configuration not stated)	9.8%
O=C(CN(C1CCCCC1)S(=O)(=O)c1ccc(Cl)cc1)NCc1ccncc1	-2.7%
CCc1nnc(NC(=O)C2CCCN2S(=O)(=O)c2ccc(F)cc2)s1 (configuration not stated)	6.4%
CCN(CC)c1ccc(/C=N/n2nnnc2N)c(O)c1	6.9%
CC(C)Cc1cc(C(=O)NCc2cccs2)no1	7.9%
CCOc1cc(Br)c(C(=O)O)cc1OCC	-1.7%
CC(C)[C@H](CO)Nc1nc(Nc2cc(N)cc(Cl)c2)c2ncn(C(C)C)c2n1	-5.7%
O=C(O)[C@@H](O)Cc1ccccn1	-4.5%[5.75 µM]
FC(F)(F)c1ccccc1-c1nccc(NCc2ccccc2)n1	5.1%
Cc1ccccc1NC(=O)N1C2CCCC1CC(NC(=O)C(C)(C)C)C2 (configuration not stated)	1.1%
Cc1n[nH]c(C)c1S(=O)(=O)N1CCC(C(=O)O)CC1	-2.4%
CCOC(=O)c1c(C)[nH]c(C(=O)OC)c1CCC(=O)OC	7.5%
N[C@]1(C(=O)O)CCc2cc(C(=O)O)ccc21	0.4%&-0.9%

Part of the list above, comma-delimited:
Structure,AmpC inh det
O=C(CN(C1CCCCC1)S(=O)(=O)c1ccc(Cl)cc1)NCc1ccncc1,-2.7%
CCc1nnc(NC(=O)C2CCCN2S(=O)(=O)c2ccc(F)cc2)s1 (configuration not stated),6.4%
CCN(CC)c1ccc(/C=N/n2nnnc2N)c(O)c1,6.9%
CC(C)Cc1cc(C(=O)NCc2cccs2)no1,7.9%
CCOc1cc(Br)c(C(=O)O)cc1OCC,-1.7%

Other records.
SMILES	AmpC inh det
CCN1C(=C2C(=O)c3ccccc3C2=O)C=Cc2ccccc21	6.6%
CC(C)(C)c1ccc(O)c(O)c1	9.5%
COc1ccccc1CNC(=O)CS(=O)Cc1nc(-c2ccccc2C)oc1C (configuration not stated)	15.5%
O=C(NC(Cc1ccccc1)C(=O)N1CCCC1C(=O)O)c1ccccc1 (configuration not stated)	6.7%
Cc1ccc(C)n1-c1cccc(C(=O)O)c1	-4.8%
Cn1c(=O)n(CCc2ccccc2)c(=O)c2c1nc1n2CCCN1c1ccccc1	-3.5%
CC1CN(C(=O)c2cccs2)CCN1C(=O)c1cccs1 (configuration not stated)	-2.6%
CC(C)C(C(=O)NCC1CCCO1)N(Cc1ccco1)C(=O)CNS(=O)(=O)c1ccccc1 (configuration not stated)	-1.2%
CCOC(=O)C1CCN(C(=O)c2cccc(Cl)c2)CC1	-2.7%
O=C(O)Cc1ccc(NC(=O)C2CC=CCC2C(=O)O)cc1 (configuration not stated)	5.8%
COc1cccc(NC(=O)CCN2CCC(C(N)=O)CC2)c1	-8.6%
COc1cc(/C=c2\s/c(=C(/C#N)C(=O)N3CCCC3)n(-c3ccccc3)c2=O)ccc1O	-0.9%
CCc1nc2c3cnn(-c4cc(Cl)ccc4C)c3ncn2n1	-2.2%
CCOC(=O)c1c(C)n(C)c2ccc(OCC(O)Cn3c(C)nc4ccccc43)cc12 (configuration not stated)	-0.6%
COc1ccc(-c2noc(COc3ccc(Cl)c(C)c3)n2)cc1	8.4%
COc1ncc2nc(-c3ccccc3)c(=O)n(CCc3ccccc3)c2n1	-1.5%
CC1CCCC(C)N1C(=O)CSc1nnc(-c2c[nH]c3ccccc23)o1 (configuration not stated)	7.2%
CC(=O)NCCn1c(SCC(=O)NCc2ccco2)nc2ccccc2c1=O	-0.1%
O=c1nc2scc(-c3ccccc3)n2c2ccccc12	-5.4%
COc1cccc(CN(C)CC(=O)NC(=O)NCc2ccco2)c1	-5.3%
COc1ccc(OCC(=O)N2CCN(C(=O)COc3ccccc3)CC2)cc1	-1.1%
Cc1cccc(C2Nc3ccccc3C(=O)N2CCc2ccccc2)n1 (configuration not stated)	5.8%
CCN(CC)C(=O)CSC1=Nc2ccccc2C2=NC(Cc3c[nH]c4ccccc34)C(=O)N12 (configuration not stated)	-1.8%
CCn1c2ccccc2c2nn(C)c(=N)nc21	-1.0%
Cc1ccc(C(C)C)cc1S(=O)(=O)NCc1cccnc1	-3.1%
C[N+](C)(C)CC(=O)N/N=C\c1c(O)ccc2ccccc12	-1.8%[5.75 µM]
CC(=O)c1cc2c(cc1NC(=O)CN1CCCCC1C)OCO2 (configuration not stated)	1.2%
CN1C(=O)CSc2ccc(NC(=O)N3CCOCC3)cc21	7.4%
C=C(CC1(C(C)NP(=O)(c2ccccc2)c2ccccc2)CC1)c1ccccc1 (configuration not stated)	1.2%
Cn1ccnc1C[C@@](C)(O)c1ccccc1	-3.0%[5.75 µM]
O=C(CSc1nnc(-c2cccnc2)n1-c1ccccc1)Nc1ccc2c(c1)OCO2	-4.8%
O=C(CS(=O)(=O)Cc1ccccc1)NCC1CCCO1 (configuration not stated)	-2.7%
CC(C)(C)NC(=O)Cn1nnc(-c2ccc(Cl)cc2)n1	-2.3%
CSc1nc(N2CCOCC2)c2c(c1C#N)CCCCC2	3.2%
FC(F)(F)c1cccc(N2CCN(Cc3ccoc3)CC2)c1	-4.4%
CC(c1ccccc1)n1cncc1C(=O)N1CCCC1=O (configuration not stated)	7.0%
COc1ccc(NC(=O)CCCNS(=O)(=O)c2cccs2)cc1	-0.3%
Cc1ccccc1-c1ccc2ncnc(NCc3cccs3)c2c1	13.7%
CCn1ncc(Br)c1C(=O)N(C)C12CC3CC(CC(C3)C1)C2	10.1%
Nc1ncnc2c1ncn2[C@@H]1O[C@@H](CO)[C@H](O)[C@H]1O	-0.5%[12.8 µM]
CCCn1c(C(O)c2ccc3c(c2)OCO3)nc2ccccc21 (configuration not stated)	-2.2%
Cc1ccc(C)c(C(=O)C(C)OC(=O)c2cccn2C)c1 (configuration not stated)	-2.3%
Fc1ccc(-c2cc(C(F)(F)F)nc(-n3cncn3)n2)cc1	9.6%
O=C(OCC(=O)N1CCCCCC1)c1cccs1	-1.1%
O=C(COC(=O)CCC(=O)Nc1nccs1)NCc1ccco1	15.7%

Reprinted from the results shown for reference:
SMILES	AmpC inh det
O=C(OCC(=O)N1CCCCCC1)c1cccs1	-1.1%
O=C(COC(=O)CCC(=O)Nc1nccs1)NCc1ccco1	15.7%

(next part)
SMILES	AmpC inh det
COc1ccc(F)c(C2C(C#N)=C(N)Oc3n[nH]c(C(C)(C)C)c32)c1 (configuration not stated)	-3.8%
CN1C(=O)C(=C2CCCCCC2)SC1=S	14.3%
CCOC(=O)C1CCCN(C(=O)c2cn(C)c3ccc(S(=O)(=O)N(C)C)cc3c2=O)C1 (configuration not stated)	-0.5%
c1ccc2c(NC3=NCCS3)cccc2c1	0.5%
CN(CC(=O)N1CCc2ccccc21)S(=O)(=O)c1cccc2cccnc12	11.6%
O=C(Nc1ccc(S(=O)(=O)N2CCc3ccccc32)cc1)c1ccco1	11.9%

Not all compounds are listed; rates above refer to the full screens.
